LYP inhibition: inhibitors of LYP phosphatase, biochemical, fluorescence intensity, uHTS (AID 1779); Tyrosine-protein phosphatase non-receptor type 22 (Homo sapiens); recombinant LYP phosphatase, fluorescence intensity; higher % means a stronger effect; one-dose inhibition, % at 11.5 µM; IC50 in µM for titrated hits; 290,000 compounds, 0.054% hits;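 further: plate controls were vehicle with enzyme for no effect and no enzyme for full effect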
TNAP activators: human TNAP enzyme activators, primary screen, biochemical, luminescent, no phosphate acceptor, uHTS (AID 1001); 200,000 compounds, 0.03% hits; purified TNAP, luminescent activation assay, no phosphate acceptor; higher activation fold means a stronger effect; Alkaline phosphatase, tissue-nonspecific isozyme (Homo sapiens); activation fold at 20 µM, or EC50 in µM where a hit was titrated; in the data active means activation fold from about 3, or a potency from the dose series; inactive means the rest, 99 in 100 with activation fold below about 1.6; further: many of its hits are not listed in these tables
XIAP displacement: XIAP antagonists, biochemical, IAP family, fluorescence polarization (AID 1018). displacement, % at 20 µM; hits with a dose series show IC50 in µM. 200,000 compounds, 0.007% hits. XIAP BIR domain, fluorescence polarization peptide displacement; higher % means a stronger effect; in the data active means displacement above about 50%; further: a part of the inactive calls stands beside numbers as strong as those of hits
KOR beta-arrestin-1: KOR agonists, beta-arrestin recruitment, primary screen, cell-based, luminescence, uHTS (AID 1777); KOR beta-arrestin recruitment, luminescence; higher % means a stronger effect; activation, % at 10 µM; hits with a dose series show EC50 in µM; 280,000 compounds, 0.02% hits; in the data active means activation above about 50%, passing the limit was not always enough; further: a part of the inactive calls stands beside numbers as strong as those of hits
human PMI inhibitors: human PMI inhibitors, high substrate, primary screen, biochemical, fluorescence intensity, high mannose 6-phosphate (AID 1220); inhibition, % at 20 µM; hits with a dose series show IC50 in µM; Mannose-6-phosphate isomerase (Homo sapiens); 190,000 compounds, 0.66% hits; recombinant PMI enzyme, coupled fluorescence intensity; higher % means a stronger effect
NOD1 inhibition: NOD1 signaling inhibitors, primary screen, cell-based, luminescence, uHTS (AID 1578). inhibition, % at 4 µM; hits with a dose series show EC50 in µM. NOD1-driven NF-kB luciferase reporter cells, luminescence; higher % means a stronger effect. 290,000 compounds, 1% hits; in the data active means inhibition mostly above about 36%, no sharp cut-off; inactive means mostly below about 34%;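 further: HEK-293T reporter cells stimulated with the NOD1 agonist gamma-tri-DAP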
human PMI inhibition: inhibitors of human PMI, primary screen, biochemical, fluorescence intensity, coupled assay (AID 1209); Mannose-6-phosphate isomerase (Homo sapiens); purified PMI enzyme, coupled fluorescence intensity; higher % means a stronger effect; one-dose inhibition, % at 20 µM; IC50 in µM for titrated hits; 190,000 compounds, 0.42% hits;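 further: plate controls were DMSO vehicle for no effect and wells lacking substrate for full effect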
HEK293 NOD2/NF-kB: NOD2 signaling inhibitors, cell-based, luminescence, uHTS, HEK293 (AID 1566); HEK293 NOD2/NF-kB luciferase reporter, luminescence; higher % means a stronger effect; inhibition, % at 4 µM, or EC50 in µM where a hit was titrated; 290,000 compounds, 0.63% hits; further: many of its hits are not listed in these tables
KOR beta-arrestin-2: KOR antagonists, beta-arrestin recruitment, cell-based, luminescence, uHTS (AID 1778); KOR beta-arrestin recruitment, luminescence, antagonist mode; higher % means a stronger effect; one-dose inhibition, % at 10 µM; IC50 in µM for titrated hits; 290,000 compounds, 0.091% hits; further: strong numbers were not always called active
* marks the source's active call; other numbers are inactive results; . = no result given; [ ] = remark or other dose. Unless noted, no stated cut-off is given here; in the data, active means inhibition above about 50%; inactive means the rest. Not all compounds are listed, so the mix of outcomes need not match the whole.

1) O=c1nc2ccccn2c2ccc(S(=O)(=O)N3CCCCC3)cc12
2) COc1ccc(CNC(=O)C2CC(=O)N(C3CCCCC3)C2)cc1 (configuration not stated)
3) Cc1cc(C)c(S(C)(=O)=O)c(Oc2ccc(C(C)(C)C)cc2)n1
4) CCc1cccc2c(=O)c(C(=O)N3CCCCCC3)c[nH]c12
5) Nc1nc(Sc2c([N+](=O)[O-])cc(C(F)(F)F)cc2[N+](=O)[O-])n[nH]1
6) COc1ccc(Br)cc1C(=O)Nc1ccc(O)cc1
screen / no.	1	2	3	4	5	6
LYP inhibition	-16%	-9%	0%	1%	6%	-4%
TNAP activators	.	.	1.1	1.1	.	1.1
XIAP displacement	.	.	-3.7%	4.4%	.	-5.1%
KOR beta-arrestin-1	-5.1%	-6.0%	2.7%	0.1%	4.9%	1.7%
human PMI inhibitors	.	.	12%	12%	.	11%
NOD1 inhibition	-22%	8%	18%	-15%	-11%	-22%
human PMI inhibition	.	.	15%	13%	.	12%
HEK293 NOD2/NF-kB	2%	-2%	10%	4%	7%	-24%
KOR beta-arrestin-2	-18%	12%	11%	-16%	-18%	-1%

7) COc1ccc(/C=N/Nc2ncnc(Cl)c2N)cc1OC
8) COc1ccc(NCC(=O)N/N=C/C2CCCCC2)cc1
9) CSc1nc(NCc2ccco2)c2ccccc2n1
10) CCN(CC)S(=O)(=O)c1cc(OC)c(C)cc1C
11) COc1cc(C(=O)NCCc2ccc(S(N)(=O)=O)cc2)cc(OC)c1OC
12) Cc1c(N=Nc2ccc(O)cc2)c(=O)n(-c2ccccc2)n1C
screen / no.	7	8	9	10	11	12
LYP inhibition	-11%	-4%	-5%	4%	-10%	-2%
TNAP activators	1.1	.	1	1	1.1	0.9
XIAP displacement	-7.4%	.	-4.4%	-11%	-0.2%	-2.2%
KOR beta-arrestin-1	-5.8%	2.7%	-1.2%	3.3%	-4.1%	-7.3%
human PMI inhibitors	-17%	.	6%	27%	0%	27%
NOD1 inhibition	-13%	-2%	-4%	-38%	-13%	-21%
human PMI inhibition	-6%	.	4%	7%	3%	16%
HEK293 NOD2/NF-kB	12%	8%	31%	17%	-8%	-2%
KOR beta-arrestin-2	18%	31%	14%	8%	-19%	22%[20 µM]

13) COc1ccccc1N(C)S(=O)(=O)c1ccc(C(=O)NC(C)(C)C)cc1
14) CCC(Cc1ccccc1)NC(=O)CN1C(=O)CSc2ncccc21 (configuration not stated)
15) CC1(c2ccccc2)NC(=O)N(CC(=O)NC(=O)NC2CCCC2)C1=O (configuration not stated)
16) CCC(Sc1nc2ccncc2[nH]1)C(=O)Nc1ccc(C)c(Cl)c1 (configuration not stated)
17) COc1ccc(-c2cc3nc(C)c(CCC(=O)N4CCN(c5ccccn5)CC4)c(C)n3n2)c(OC)c1
18) O=C(c1cccc(S(=O)(=O)N2CCOCC2)c1)N1CCN(c2ccc(F)cc2)CC1
screen / no.	13	14	15	16	17	18
LYP inhibition	-8%	0%	-11%	-16%	-2%	1%
TNAP activators	1.1	1.1	1.1	.	1	1.1
XIAP displacement	-3.2%	-5.2%	-2.1%	.	-9.4%	-2.7%
KOR beta-arrestin-1	-2.8%	-0.3%	-4.4%	-7.4%	-4.4%	-4.6%
human PMI inhibitors	0%	5%	-5%	.	10%	-8%
NOD1 inhibition	10%	-2%	-2%	6%	8%	-2%
human PMI inhibition	-3%	7%	-2%	.	7%	-1%
HEK293 NOD2/NF-kB	10%	14%	-9%	27%	19%	-4%
KOR beta-arrestin-2	20%	25%	8%	4%[20 µM]	19%	17%

19) N#Cc1c(N2C(=O)Nc3ccccc3N2O)sc2c1CCCC2
20) CC(C)OCCCNC(=O)c1cn(C)c2ccc(S(=O)(=O)N3CCCC3)cc2c1=O
21) COc1c(Br)cc(Br)cc1/C=N/NC(=O)c1cccnc1
22) COc1ccc(C)cc1NC(=O)CN1CCN(c2ccc(F)cc2)CC1
23) COc1ccc(OCC(=O)N2CCC(Cc3ccccc3)CC2)cc1
24) Cc1ccccc1NC(=O)C1c2cccc[n+]2CC(=O)N1c1c(C)cccc1C (configuration not stated)
screen / no.	19	20	21	22	23	24
LYP inhibition	2%	-8%	-9%	-8%	0%	-6%
TNAP activators	1.1	.	.	1.1	.	1.2
XIAP displacement	-4.9%	.	.	-2.5%	.	-3.2%
KOR beta-arrestin-1	-1.4%	-3.6%	-7.0%	-3.2%	-3.5%	1.5%
human PMI inhibitors	2%	.	.	10%	.	30%
NOD1 inhibition	-32%	-11%	-22%	-11%	-13%	9%
human PMI inhibition	-12%	.	.	13%	.	92%*
HEK293 NOD2/NF-kB	4%	17%	13%	24%	1%	4%
KOR beta-arrestin-2	-14%	13%	-13%[20 µM]	6%	-12%	1%

25) Cc1ccc(S(=O)(=O)c2c(C)cc(C)nc2N2CCCC2)cc1
26) COc1cccc(N(CC(=O)NC(C)(C)C)C(=O)C2CSC(=O)C2)c1 (configuration not stated)
27) Nc1ccc2nc(CCCO)[nH]c2c1
28) CC(C)(C)c1ccc(S(=O)(=O)NCc2ccccn2)cc1
29) CN(c1c[nH]c(=O)[nH]c1=O)C1CCCCC1
30) O=C(Nc1cccc2c1CCCC2)C1CCN(c2nnnn2-c2ccccc2)CC1
screen / no.	25	26	27	28	29	30
LYP inhibition	8%	-14%	-6%	-8%	-9%	-2%
TNAP activators	1.1	1	.	.	0.7	1.1
XIAP displacement	-0.8%	-7.2%	.	.	-6.7%	-1.0%
KOR beta-arrestin-1	7.8%	-1.0%	2.1%	1.9%	-3.3%	-0.4%
human PMI inhibitors	6%	0%	.	.	-5%	-3%
NOD1 inhibition	-49%	-3%	2%	4%	-25%	6%
human PMI inhibition	10%	-2%	.	.	10%	-2%
HEK293 NOD2/NF-kB	-16%	7%	11%	0%	14%	-80%
KOR beta-arrestin-2	-13%	2%	22%	12%[20 µM]	0%	13%

Retrieved one by one from the entries so far:
28) CC(C)(C)c1ccc(S(=O)(=O)NCc2ccccn2)cc1
25) Cc1ccc(S(=O)(=O)c2c(C)cc(C)nc2N2CCCC2)cc1
29) CN(c1c[nH]c(=O)[nH]c1=O)C1CCCCC1
screen / no.	28	25	29
LYP inhibition	-8%	8%	-9%
TNAP activators	.	1.1	0.7
XIAP displacement	.	-0.8%	-6.7%
KOR beta-arrestin-1	1.9%	7.8%	-3.3%
human PMI inhibitors	.	6%	-5%
NOD1 inhibition	4%	-49%	-25%
human PMI inhibition	.	10%	10%
HEK293 NOD2/NF-kB	0%	-16%	14%
KOR beta-arrestin-2	12%[20 µM]	-13%	0%

Next part
31) COc1ccc2cc(-c3ccon3)ccc2c1
32) Cc1cc(-c2nnc(CCC(=O)N(CC3CC3)CC3CCCO3)o2)no1 (configuration not stated)
33) CC1(C)COC2(OC1)C(=O)Nc1ccccc12
34) COc1ccc(N(CC(=O)N2CCN(C)CC2)S(=O)(=O)c2ccccc2)cc1OC
35) CC(C)(C)NC(=O)CN(Cc1cccs1)C(=O)c1csnn1
36) Cc1ccc2[nH]c(C(=O)N3CCC(C(N)=O)CC3)cc2c1
screen / no.	31	32	33	34	35	36
LYP inhibition	-4%	-10%	-8%	-3%	-1%	-3%
TNAP activators	.	1	1	1.2	1.1	.
XIAP displacement	.	-2.6%	-4.0%	-2.1%	-7.4%	.
KOR beta-arrestin-1	0.8%	-2.3%	2.1%	-0.6%	-5.8%	.
human PMI inhibitors	.	-6%	3%	-2%	9%	.
NOD1 inhibition	-7%	-12%	-29%	-16%	6%	42%
human PMI inhibition	.	2%	4%	-1%	3%	.
HEK293 NOD2/NF-kB	-73%	-5%	-5%	-6%	19%	-12%
KOR beta-arrestin-2	30%	0%	19%	25%	28%	0%[20 µM]

37) CC(C)(C)N=C1SCC(C)(/C=N/O)S1 (configuration not stated)
38) CCOc1ccc(-c2nc(C#N)c(NC3CC3)o2)cc1
39) COC(=O)C1CN(C(=O)COc2ccc(C)cc2)c2ccccc2O1 (configuration not stated)
40) CCC(=O)N(CC(=O)Nc1sc(C)c(C)c1C(N)=O)C1CCCCC1
41) Cc1ccc(Cn2c(NCCc3ccccc3)nc3c2c(=O)n(C)c(=O)n3C)cc1
42) c1ccc2c(N3CCCCC3)nc(N3CCCC3)nc2c1
screen / no.	37	38	39	40	41	42
LYP inhibition	-8%	-7%	-6%	0%	1%	2%
TNAP activators	1	1.1	.	1.1	1.2	1.1
XIAP displacement	-7.2%	-2.9%	.	1.4%	-6.4%	-1.6%
KOR beta-arrestin-1	6.9%	-4.3%	-5.1%	-1.9%	9.7%	3.8%
human PMI inhibitors	12%	-3%	.	9%	10%	5%
NOD1 inhibition	-22%	-19%	-2%	-20%	12%	-32%
human PMI inhibition	11%	11%	.	8%	8%	7%
HEK293 NOD2/NF-kB	-8%	-24%	3%	6%	1%	12%
KOR beta-arrestin-2	2%	18%	20%	-36%	4%	-35%

43) Cc1ccc(C)c(NS(=O)(=O)c2c(C)ccc3nsnc23)c1
44) CCOc1ccc(NC(=O)/C(C#N)=C/c2ccc(N3CCCC3)c(C)c2)cc1
45) O=C(NC1CCN(Cc2ccccc2)CC1)C12CC3CC(CC(C3)C1)C2
46) CCOC(=O)C1=C(C)NC(C)=C(C(=O)OCC)C1C(=O)OCC(=O)N(CC)C1CCS(=O)(=O)C1 (configuration not stated)
47) Nc1nc2ncc(-c3ccsc3)c(N)n2n1
48) Cc1cc(C(F)(F)F)c(C#N)c(SCC(=O)NC(C)(C)C)n1
screen / no.	43	44	45	46	47	48
LYP inhibition	4%	5%	-2%	-2%	-3%	-5%
TNAP activators	1	0.9	1.1	1.1	1.6	1.1
XIAP displacement	-2.2%	-3.8%	-5.2%	0.3%	-2.9%	-4.1%
KOR beta-arrestin-1	-1.6%	32%	4.7%	1.1%	-0.5%	-5.5%
human PMI inhibitors	10%	16%	-17%	3%	-6%	-1%
NOD1 inhibition	-29%	39%	-33%	-40%	-33%	10%
human PMI inhibition	1%	13%	-22%	2%	-6%	6%
HEK293 NOD2/NF-kB	-13%	21%	-6%	4%	3%	14%
KOR beta-arrestin-2	-6%	18%	-56%	-1%	-14%	1%

Single entries from the list.
#43 in human PMI inhibitors reads 10%
#47 in NOD1 inhibition reads -33%
#45 in KOR beta-arrestin-1 reads 4.7%

(cont.)
49) CC(=O)Nc1ccc(CN2CCCCCCC2)cc1
50) O=C(CSc1nc2[nH]ncc2c(=O)[nH]1)N1CCCC1
51) COC(=O)c1c2c(nc3ccccc13)CCC2
52) COc1cc(O)c(C(CCN2CCCC2)c2ccc(N(C)C)cc2)c(OC)c1 (configuration not stated)
53) O=C(c1ccccc1Cl)N1N=C(c2ccc(Br)cc2)CC1c1nc2ccccc2[nH]1 (configuration not stated)
54) C/C(=N\NC(=O)c1nn(C)cc1Cl)c1ccncc1
55) COc1cccc(NC(=O)NC2CCCc3ccccc32)c1 (configuration not stated)
56) COCC(=O)Nc1nc(-c2ccccc2)ns1
screen / no.	49	50	51	52	53	54	55	56
LYP inhibition	-5%	-1%	-7%	-4%	2%	-2%	-2%	-3%
TNAP activators	1.1	1.3	1.1	.	1	1.2	1.1	1.1
XIAP displacement	-2.6%	-4.7%	-5.7%	.	1.4%	3.9%	-1.9%	-1.2%
KOR beta-arrestin-1	-3.7%	0.0%	-4.3%	-1.6%	4.0%	4.1%	-2.1%	6.7%
human PMI inhibitors	-14%	-8%	0%	.	-3%	-1%	3%	2%
NOD1 inhibition	0%	-10%	0%	-6%	-6%	-12%	-16%	-41%
human PMI inhibition	-2%	3%	15%	.	11%	4%	5%	-3%
HEK293 NOD2/NF-kB	-2%	10%	-16%	-2%	-106%	-1%	-28%	-22%
KOR beta-arrestin-2	33%	-8%	3%	24%	-8%	.	4%	16%
